V-ATPase pH – regulators of yeast V-ATPase proton transport; S. cerevisiae, pHLuorin cytosolic pH fluorescence; response, % at 10 µM; 0.37% of 350,000 active; AID 504577; in the data active = response mostly above about 7.3%, no sharp cut-off; inactive = mostly below about 5.4%; note: actives read high; inactives centre near 0; some compounds called inactive have numbers as strong as hits; reference of the scale not given here
HTR5A ag ctr – activates human HTR5A in OPRM1-OPRD1 agonist counter-screen | HTR5A agonist assay, luminescence, cell-based | activation, % at 9.3 µM | 0.61% of 340,000 active | AID 504692; in the data active = activation mostly above about 9.5%, no sharp cut-off; inactive = mostly below about 7.6%;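 note: 0% = cells with vehicle only and 100% = reference agonist; strong numbers were not always called active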
DSG3 Ab inh – inhibitors of pemphigus antibody binding to human desmoglein-3; AID 588358; DSG3-coupled beads, scFv-anti-DSG3-GFP binding, flow cytometry; stronger effect = lower value; P32926; binding (percent of control), % at 10 µM; 0.48% of 310,000 active;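 active = binding more than 3 SD below its plate's average and above zero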;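 note: hits lower antibody fragment binding to DSG3; some compounds called inactive have numbers as strong as hits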
Target sequence (P32926 whole entry, looked up, the tested form may be a part): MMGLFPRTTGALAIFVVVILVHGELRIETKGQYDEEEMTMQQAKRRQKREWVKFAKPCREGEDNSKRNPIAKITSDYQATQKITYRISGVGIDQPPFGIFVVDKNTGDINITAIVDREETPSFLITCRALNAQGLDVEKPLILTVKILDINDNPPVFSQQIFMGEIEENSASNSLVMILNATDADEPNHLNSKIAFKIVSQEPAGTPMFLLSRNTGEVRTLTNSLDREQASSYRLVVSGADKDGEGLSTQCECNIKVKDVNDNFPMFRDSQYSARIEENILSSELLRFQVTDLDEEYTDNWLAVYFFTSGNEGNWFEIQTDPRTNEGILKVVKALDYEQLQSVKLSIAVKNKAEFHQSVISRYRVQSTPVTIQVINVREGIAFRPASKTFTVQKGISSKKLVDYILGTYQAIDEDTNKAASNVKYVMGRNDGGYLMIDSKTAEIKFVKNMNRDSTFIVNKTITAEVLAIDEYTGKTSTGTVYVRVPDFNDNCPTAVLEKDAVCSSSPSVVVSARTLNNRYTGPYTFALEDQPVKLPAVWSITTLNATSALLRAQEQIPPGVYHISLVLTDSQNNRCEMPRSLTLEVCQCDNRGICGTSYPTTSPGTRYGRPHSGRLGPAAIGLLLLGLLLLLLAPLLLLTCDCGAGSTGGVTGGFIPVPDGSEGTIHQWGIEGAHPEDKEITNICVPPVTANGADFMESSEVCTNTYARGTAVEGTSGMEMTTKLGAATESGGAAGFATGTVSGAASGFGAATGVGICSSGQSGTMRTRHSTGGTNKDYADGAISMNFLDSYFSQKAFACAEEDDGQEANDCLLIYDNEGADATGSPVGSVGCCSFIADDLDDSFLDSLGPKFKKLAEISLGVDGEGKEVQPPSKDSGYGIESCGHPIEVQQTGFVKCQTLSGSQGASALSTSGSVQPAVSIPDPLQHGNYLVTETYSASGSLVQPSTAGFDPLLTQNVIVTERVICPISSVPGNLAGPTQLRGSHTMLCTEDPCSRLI
PKA-R2B activ – activates the human PKA-R2B holoenzyme complex; activation, % at 11.4 µM; 0.079% of 340,000 active; PKA-R2B holoenzyme dissociation, Cy5-IP20 fluorescence polarization; R2B truncated from residue 108, S112A mutant; 0% DMSO only, 100% 113 µM cGMP;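 active = activation above a cutoff set at the mean over all compounds plus 3 SD, cut at about 18% in these data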;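 note: higher means more holoenzyme dissociation and a rise in polarization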
MOR-DOR inv ag – inverse agonist of human OPRM1-OPRD1 heterodimerization; P35372+P41143; AID 504357; cell-based MOR-DOR heterodimer luminescence, inverse agonism; inhibition, % at 9.3 µM; 0.21% of 340,000 active; in the data active = inhibition above about 22%, passing the limit was not always enough;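 note: 0% = cells with DMSO and 100% = wells without cells with DMSO; values of inactives mirror those of a sister screen read the other way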
Arr AP2 block – inhibitors of human beta-arrestin and AP2 interaction | FITC-arrestin peptide / GST-AP2 beads, flow cytometry; AP2 beta2 appendage carries R879A mutation | inhibition, % at 10 µM | 0.31% of 340,000 active | AID 504490;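 active = inhibition above a set limit, near 3 SD of compounds lacking own fluorescence, cut at about 54% in these data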;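 note: plate controls were DMSO wells for no effect and 5 µM unlabelled arrestin peptide for full effect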
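test system = AP2 appendage R879A on GSH beads | buffer or medium = PBS plus Tween 20 (0.05%) and BSA (0.1%) | incubation = 12 min plus 1 h, RT | detection = bead flow cytometry, FITC channel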
HTR5A inv ag – HTR5A inverse agonism, opioid heterodimer counter-screen; P47898; HTR5A cell line, luminescence; inhibition, % at 9.3 µM; 0.083% of 340,000 active; AID 504634; in the data active = inhibition mostly above about 23%, no sharp cut-off; inactive = mostly below about 18%;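 note: 0% = cells with DMSO and 100% = no-cell wells with DMSO; some compounds called inactive have numbers as strong as hits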
PKA-R1A act – activates the PKA-R1A holoenzyme complex | P00514+P68181 | PKA-R1A dissociation, Cy5-IP20 fluorescence polarization; scaled: DMSO 0%, 113 µM cGMP 100% | activation, % at 11.4 µM | 0.083% of 340,000 active;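 active = percent activation above the mean of all tested compounds plus 3 SD, cut at about 19% in these data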;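 note: higher means more PKAc released from R1A so a rise in polarization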
DAGLB inh – diacylglycerol lipase beta (human) inhibition. inhibition, % at 5.17 µM. 0.059% of 340,000 active. HEK293T DAGLB membrane lysate, EnzChek fluorogenic substrate. Q8NCG7; in the data active = inhibition above about 34%;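 note: 0% = enzyme with vehicle and 100% = wells lacking enzyme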
OPRM1-OPRD1 ag – agonists of human mu-delta opioid receptor heterodimerization; P35372+P41143; cells, OPRM1-OPRD1 heterodimerization, luminescence; activation, % at 9.3 µM; 0.3% of 340,000 active; AID 504326; in the data active = activation above about 18%;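 note: 0% = vehicle-treated cells and 100% = reference agonist; values of inactives mirror those of a sister screen read the other way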
Numbers without * were called inactive; · = not tested or not shown.

Keys: A = V-ATPase pH; B = HTR5A ag ctr; C = DSG3 Ab inh; D = PKA-R2B activ; E = MOR-DOR inv ag; F = Arr AP2 block; G = HTR5A inv ag; H = PKA-R1A act; I = DAGLB inh; J = OPRM1-OPRD1 ag
#1 CC(=O)Nc1ccc(/C=N/Nc2nc3ccccc3s2)cc1
  A = -1.7; B = 3.0; C = 103.1; D = -3.5; E = 17.4; F = -2.1; G = -8.1; H = -4.0; I = 1.1; J = -3.3
#2 NC(=O)[C@@H]1CCCN1C(=O)c1cc(COc2ccc(F)cc2F)on1
  A = -4.8; B = -0.1; C = 96.1; D = -5.9; E = 2.5; F = 17.4; G = -13.3; H = -2.5; I = 2.6; J = -0.5
#3 COc1ccc(/C=N/Nc2cc(C)nc(N3CCOCC3)n2)cc1
  A = -0.8; B = -4.6; C = 111.8; D = -7.6; E = 11.2; F = 42.7; G = 15.0; H = -4.3; I = -0.9; J = -2.2
#4 COc1ccc(S(=O)(=O)Nc2ccc(S(=O)(=O)Nc3nc(C)cc(C)n3)cc2)cc1OC
  A = -6.1; B = 1.8; C = 122.3; D = -0.2; E = 1.0; F = 2.4; G = 0.0; H = 2.9; I = 1.5; J = -0.2
#5 Nc1nc(C2C(=O)CCCC2=O)cs1
  A = -2.6; B = -1.3; C = 95.7; D = -2.4; E = 6.2; F = 8.5; G = 3.3; H = 5.3; I = -3.2; J = -1.2
#6 CCCC(=O)NCCc1cc2cc(C)c(C)cc2[nH]c1=O
  A = -2.6; B = 1.3; C = 100.4; D = -4.1; E = 14.7; F = 23.5; G = -6.3; H = -4.1; I = -1.4; J = -2.6
#7 CN(Cc1ccccc1)C(=O)c1ccc(NC(=O)Cc2cccc(NC(=O)C3CCCN(C(=O)CCc4ccccc4)C3)c2)cc1 (configuration not stated)
  A = 7.2; B = -1.4; C = 91.9; D = -10.2; E = -7.5; F = 9.7; G = 4.1; H = -0.1; I = -1.9; J = 1.3
#8 O=C1CSc2ccc(S(=O)(=O)N3CCN(c4ccccc4)CC3)cc2N1
  A = 0.6; B = 3.6; C = 95.8; D = 17.0; E = 0.7; F = 7.2; G = 0.2; H = -1.3; I = 4.0; J = -0.1
#9 c1cc(-n2cnnn2)ccc1NC1=NCCC1
  A = -0.2; B = 2.6; C = 109.7; D = 3.5; E = 15.3; F = 5.6; G = 8.8; H = 17.4; I = -0.7; J = -2.8
#10 COc1ccc(C(=O)C2CCCN(Cc3ccc4c(c3)OCCO4)C2)cc1F (configuration not stated)
  A = -0.2; B = 7.9; C = 98.6; D = 5.4; E = -2.3; F = -5.2; G = -19.0; H = 4.6; I = -2.4; J = 0.4
#11 CC(NC(=O)NC1CCCCC1)C(c1cccs1)N1CCN(Cc2ccccc2)CC1 (configuration not stated)
  A = 0.7; B = -4.3; C = 109.8; D = 1.7; E = 3.3; F = -7.7; G = 14.2; H = -0.9; I = -1.7; J = -0.6
#12 COc1ccccc1CC(NC(C)=O)C(=O)NC1CCN(C(=O)Nc2cccc(F)c2)CC1 (configuration not stated)
  A = 3.7; B = 5.3; C = ·; D = 4.1; E = 7.0; F = -1.7; G = -15.2; H = 2.8; I = 1.0; J = -1.1
#13 O=C(NCCCn1ccnc1)C(=O)c1cn(CC(=O)N2CCCCCC2)c2ccccc12
  A = 6.6; B = 7.2; C = 109.1; D = 0.5; E = -5.6; F = -21.9; G = 12.2; H = 0.0; I = 0.1; J = 1.2
#14 Cc1noc(C)c1NC(=O)Nc1cccc2c1O[C@H](CN(C)S(=O)(=O)c1cccs1)[C@@H](C)CN([C@H](C)CO)C2=O
  A = 4.3; B = 2.6; C = 96.7; D = 3.4; E = -4.6; F = 33.9; G = -9.5; H = 6.6; I = -3.0; J = 1.0
#15 COc1ccccc1C(N)=S
  A = 3.0; B = 1.3; C = 92.8; D = -8.1; E = 17.1; F = 7.4; G = 15.6; H = -12.5; I = -1.8; J = -3.2

Some entries already given, reduced to PKA-R1A act and HTR5A inv ag.
no. | SMILES | PKA-R1A act | HTR5A inv ag
3 | COc1ccc(/C=N/Nc2cc(C)nc(N3CCOCC3)n2)cc1 | -4.3 | 15.0
8 | O=C1CSc2ccc(S(=O)(=O)N3CCN(c4ccccc4)CC3)cc2N1 | -1.3 | 0.2
15 | COc1ccccc1C(N)=S | -12.5 | 15.6
11 | CC(NC(=O)NC1CCCCC1)C(c1cccs1)N1CCN(Cc2ccccc2)CC1 (configuration not stated) | -0.9 | 14.2
1 | CC(=O)Nc1ccc(/C=N/Nc2nc3ccccc3s2)cc1 | -4.0 | -8.1

(next part)
Keys: A = V-ATPase pH; B = HTR5A ag ctr; C = DSG3 Ab inh; D = PKA-R2B activ; E = MOR-DOR inv ag; F = Arr AP2 block; G = HTR5A inv ag; H = PKA-R1A act; I = DAGLB inh; J = OPRM1-OPRD1 ag
#16 CCOc1ccccc1NC(=O)CSc1nnc(CNC(=O)COc2ccc(Cl)cc2)o1
  A = 1.3; B = 3.9; C = 100.2; D = -22.0; E = 10.7; F = 4.5; G = -13.7; H = 2.7; I = -2.6; J = -2.0
#17 Cc1ccc(S(=O)(=O)N2CCC(C(N)=O)CC2)cc1[N+](=O)[O-]
  A = 1.7; B = -1.5; C = 106.2; D = -7.2; E = 7.5; F = -8.2; G = -22.2; H = 10.8; I = -0.8; J = -1.5
#18 CC/C(CC(=O)C(F)(F)F)=N\NC(=O)/C(C#N)=C/N(C)C
  A = 1.0; B = -1.2; C = 107.5; D = -0.6; E = 12.1; F = 12.5; G = -19.4; H = 18.3; I = 1.1; J = -2.4
#19 COc1ccc(C)cc1-n1nnnc1SCC(=O)c1ccc2c(c1)OCCO2
  A = 1.3; B = 2.4; C = 106.5; D = -18.5; E = 9.8; F = 0.7; G = -6.5; H = 2.9; I = -3.7; J = -1.6
#20 CC(=O)c1sc(NC(=O)CCCOc2ccc(Cl)cc2)nc1C
  A = -2.2; B = 1.2; C = 110.9; D = -18.0; E = -40.6; F = -9.6; G = -39.5; H = -2.5; I = -1.2; J = 7.9
#21 CCCC(=O)N(CCN1CCOCC1)c1nc2c(OC)ccc(C)c2s1
  A = 0.6; B = -2.9; C = 101.3; D = -8.4; E = 18.9; F = -4.5; G = -9.9; H = 0.8; I = 1.4; J = -3.6
#22 CCOC(=O)N1CCN(C(=O)CSc2nc3c([nH]c4ccccc43)c(=O)n2CC)CC1
  A = -0.1; B = 2.4; C = 92.5; D = -2.6; E = -3.4; F = 42.4; G = 26.6; H = -10.1; I = 0.3; J = 0.7
#23 COc1ccc(CCN(C)C(=O)CSc2ncnc3sccc23)cc1OC
  A = -0.9; B = 2.6; C = 105.0; D = 3.2; E = 14.4; F = -21.1; G = -18.7; H = 1.6; I = -1.4; J = -2.9
#24 COc1cccc(CC(NC(C)=O)C(=O)NC2CCN(c3c(Cc4ccccc4)c(C)nc4ncnn34)CC2)c1 (configuration not stated)
  A = -3.1; B = 4.3; C = 111.9; D = -13.8; E = 4.0; F = -3.0; G = -16.8; H = -3.1; I = -0.1; J = -0.8

Quoted at random: four records from the list
Keys: A = V-ATPase pH; B = HTR5A ag ctr; C = DSG3 Ab inh; D = PKA-R2B activ; E = MOR-DOR inv ag; F = Arr AP2 block; G = HTR5A inv ag; H = PKA-R1A act; I = DAGLB inh; J = OPRM1-OPRD1 ag
#19 COc1ccc(C)cc1-n1nnnc1SCC(=O)c1ccc2c(c1)OCCO2
  A = 1.3; B = 2.4; C = 106.5; D = -18.5; E = 9.8; F = 0.7; G = -6.5; H = 2.9; I = -3.7; J = -1.6
#15 COc1ccccc1C(N)=S
  A = 3.0; B = 1.3; C = 92.8; D = -8.1; E = 17.1; F = 7.4; G = 15.6; H = -12.5; I = -1.8; J = -3.2
#3 COc1ccc(/C=N/Nc2cc(C)nc(N3CCOCC3)n2)cc1
  A = -0.8; B = -4.6; C = 111.8; D = -7.6; E = 11.2; F = 42.7; G = 15.0; H = -4.3; I = -0.9; J = -2.2
#21 CCCC(=O)N(CCN1CCOCC1)c1nc2c(OC)ccc(C)c2s1
  A = 0.6; B = -2.9; C = 101.3; D = -8.4; E = 18.9; F = -4.5; G = -9.9; H = 0.8; I = 1.4; J = -3.6

High-throughput results from PubChem.

Outcome played no part in choosing rows; overall some 2.4% were active at least once.
